EBNA-1 inh: blocks EBNA-1 binding to DNA. inhibition, % at 14.8 µM. hit rate 0.34% among 300,000. EBNA-1 DNA binding, fluorescence polarization; in the data active = inhibition above about 28%
procasp3 activ: activators of human procaspase-3 | P42574 | recombinant procaspase-3 D3A, Ac-DEVD-pNA absorbance 405 nm | activation, % at 8.5 µM | hit rate 0.11% among 330,000;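 active = activation above the mean of all tested compounds plus 3 SD, cut at about 21% in these data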;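 note: 0% = DMSO alone and 100% = DMSO wells spiked with extra 5 µM PC-3 D3A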
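material = Procaspase-3 D3A mutant | probe or stimulus = Ac-DEVD-pNA | compound = single dose, 8.5 µM nominal compound, 0.8% DMSO | timing = 1 h preincubation, 2 h reaction | measured by = 405 nm absorbance of p-nitroaniline, reads at 0 and 120 min | benchmarks = DMSO-only low control, 5 µM PC-3 D3A high control | repeats = singlicate, each compound tested once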
MEP2 TOR yeast: yeast TOR pathway MEP2-GFP modulation. S. cerevisiae MEP2-GFP strain, flow cytometry GFP, 3 h; 100% = DMSO control level. GFP response vs DMSO, % at 10 µM. hit rate 0.51% among 330,000. AID 2016;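 active = GFP response versus DMSO above a set limit, roughly screen mean plus 3 SD, cut at about 180% in these data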;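 note: median GFP fluorescence of the barcode-gated MEP2-GFP cells per well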
ZTA counter: counter-screen for EBNA-1 inhibitors: inhibitors of Epstein-Barr virus ZTA. P03206. ZTA-DNA binding, fluorescence polarization. inhibition, % at 11 µM. hit rate 0.15% among 320,000; in the data active = inhibition above about 33%
LAP4-GFP MLPCN: yeast TOR pathway LAP4-GFP modulation; AID 2023; GFP response vs DMSO, % at 10 µM; S. cerevisiae LAP4-GFP multiplex, flow cytometry GFP, 3 h; median GFP as percent of DMSO wells; hit rate 0.34% among 320,000;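 active = GFP response vs DMSO above a set limit, about the screen mean plus 3 SD, cut at about 150% in these data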
RPL19A-GFP yeast: alters RPL19A-GFP fluorescence in TOR pathway yeast screen; percent response vs DMSO, % at 10 µM; S. cerevisiae RPL19A-GFP strain, flow cytometry, 3 h; active compounds read low; hit rate 0.3% among 330,000;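 active = percent response vs DMSO below 50%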;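 note: median channel GFP fluorescence of the barcoded RPL19A-GFP strain; ratio of sample median GFP to plate DMSO average so 100% = DMSO; lower means less RPL19A-GFP as with rapamycin TOR inhibition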
procasp7 counter: counter-screen: procaspase-7 (human) activation; P55210; recombinant procaspase-7, Ac-DEVD-pNA absorbance 405 nm; D23A/D198A/D206A triple mutant, cannot self-cleave; scale: DMSO 0, 5 µM enzyme 100; activation, % at 8.5 µM; hit rate 0.093% among 330,000; AID 463210;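 active = percent activation above the screen-wide mean plus 3 SD, cut at about 25% in these data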
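System: Uncleavable procaspase-7 mutant enzyme; Amount: 2 µM procaspase-7 mutant as dispensed; Schedule: 1 h compound preincubation, 2 h substrate cleavage, 25 °C; Measured by: 405 nm absorbance of p-nitroaniline; Evaluation: percent activation from buffer-corrected 0–120 min absorbance change; Control set: low DMSO alone, high DMSO plus 5 µM PC-7.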
AHR activator: human AHR activation; AHR-responsive luciferase reporter cells, luminescence; P35869; AID 2796; activation, % at 5 µM; hit rate 2.5% among 320,000; in the data active = activation above about 47%;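 note: 0% = vehicle wells and 100% = reference agonist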
* marks the source's active call; other numbers are inactive results; / = not tested or not shown.

canonical_smiles,EBNA-1 inh,procasp3 activ,MEP2 TOR yeast,ZTA counter,LAP4-GFP MLPCN,RPL19A-GFP yeast,procasp7 counter,AHR activator
Cc1ccc(C=NNC(=O)c2cc(-c3cccnc3)nc3ccccc23)o1,/,2,107,/,98,97,-2,24
O=C(CN1CCN(c2ccc(O)cc2)CC1)Nc1cc(S(=O)(=O)N2CCCC2)ccc1Cl,-6,-10,92,5,86,95,-29,1
COc1cc(/C=C/C(=O)OC(C)C(=O)c2ccccc2)cc(OC)c1OC (stereo unspecified),-6,-1,101,-22,106,96,4,10
O=S(=O)(N/N=C/c1cccc(OC2CSC2)c1)c1ccccc1,2,-3,110,17,95,97,5,1
COc1cc(/C=C/c2ccc3cccc([N+](=O)[O-])c3n2)ccc1OCC(=O)O,-1,-3,100,16,112,101,-9,3
COc1cccc(C(=O)Nc2nnc(-c3ccccc3)s2)c1OC,-13,-1,102,2,102,107,-2,6
N#CC12CCCCC1CC1CCCCC1(C#N)N2Cc1ccccn1 (stereo unspecified),0,-13,97,12,98,97,-5,1
CCCOc1ccc(CNC(=O)Cn2ncc3ccccc32)cc1,6,2,99,0,115,99,9,17
CCOc1cc(-c2nc(C)c(C(C)=O)n2O)ccc1OCC(=O)Nc1ccccc1,6,5,100,10,119,96,-1,6
O=C(CCCN1C(=O)/C(=C\c2cccs2)SC1=S)Nc1cc([N+](=O)[O-])ccc1O,-1,4,107,-17,70,110,-1,3
CC(C)C(C(=O)NCc1ccco1)N(Cc1ccco1)C(=O)CNS(=O)(=O)c1ccccc1 (stereo unspecified),7,-5,104,10,99,103,2,-1
CC(=O)Nc1ccc(/C=C/C(=O)c2ccc3c(c2)OCCO3)cc1,2,-2,101,11,95,99,-3,0
CCN(CC)C(=O)Oc1cc(=O)n(C)c2ccccc12,7,-2,87,4,100,104,-6,14
O=C(Nc1nc(-c2ccccn2)cs1)c1cccc(S(=O)(=O)N2CCOCC2)c1,/,13,101,-5,105,104,-13,13
CC(=O)Oc1ccc2c(c1)C(=O)c1ccccc1C2=O,-17,1,83,-13,77,95,-6,1

canonical_smiles,EBNA-1 inh,procasp3 activ,MEP2 TOR yeast,ZTA counter,LAP4-GFP MLPCN,RPL19A-GFP yeast,procasp7 counter,AHR activator
O=C(O)C[C@H]1c2cc(F)ccc2S(=O)(=O)N1C1CCCCC1,7,4,88,3,101,99,3,2
COn1c(C)c(C(C)=O)c2c3nonc3ccc21,-1,-5,98,2,105,98,4,11
COC1(NS(=O)(=O)c2ccc(Br)cc2)C(C)=CC(=O)C=C1C,-2,-6,111,-9,108,97,-1,2
COc1cc(C2/C(=C(\O)c3ccc4c(c3)OCCO4)C(=O)C(=O)N2c2nnc(C)s2)cc(OC)c1OC (stereo unspecified),-1,1,107,3,101,104,-19,2
CNC(=O)c1c[nH]c2ccc(S(=O)(=O)Nc3ccccc3F)cc2c1=O,-10,-3,95,-4,/,94,-1,2
Cn1c(=O)c2cc(S(=O)(=O)NCCC(=O)NCc3ccccc3Cl)ccc2n(C)c1=O,4,-5,105,5,112,100,5,-1
CC(C)(C)c1ccc(S(=O)(=O)N2CCCC2C(=O)NC2=NCCS2)cc1 (stereo unspecified),2,-1,90,-20,84,94,3,2
COc1ccc(NCc2nnc(SCC#N)n2-c2ccccc2OC)cc1,7,-7,107,2,95,104,1,2
COc1ccc(NC(=O)N(C)C[C@H]2Oc3ccc(NC(=O)C4CCCCC4)cc3C(=O)N([C@H](C)CO)C[C@@H]2C)cc1,/,7,94,/,98,97,2,-1
CC(C)(C)c1ccc(-n2ncc3c2CCCC3NC(=O)c2csnn2)cc1 (stereo unspecified),-17,-6,99,0,65,107,-2,7
COC(=O)c1c(NC(=O)C2CC=CCC2C(=O)O)sc2c1CCCCC2 (stereo unspecified),-4,-21,89,9,85,95,-14,1
CCOC(=O)c1c(C)[nH]c(C(=O)CSc2nnc(-c3cccs3)n2Cc2ccccc2)c1C,-6,-3,100,-29,95,100,-1,4
Cc1ccc2sc(NC(=O)c3ccc(N4C(=O)CCC4=O)cc3)nc2c1C,4,-4,92,11,97,94,-3,0
COc1ccc(C2CC(c3ccccc3)=NN2C(=O)c2ccc(Cl)c([N+](=O)[O-])c2)cc1 (stereo unspecified),6,-4,99,14,101,100,5,-1
COC(=O)CC/C(O)=C1\C(=O)CC(C)(C)CC1=NCCc1nc2ccccc2[nH]1,-3,2,103,2,88,101,-8,3

canonical_smiles,EBNA-1 inh,procasp3 activ,MEP2 TOR yeast,ZTA counter,LAP4-GFP MLPCN,RPL19A-GFP yeast,procasp7 counter,AHR activator
COc1ccccc1C(=O)COC(=O)Cc1ccccc1F,/,14,96,/,91,96,4,0
CCCCN(c1ccccc1)S(=O)(=O)c1ccc2c(c1)CCN2C(=O)CCC(=O)O,-2,-9,108,5,104,97,2,3
O=[N+]([O-])c1ccc(CN2CCN(c3ccccc3)CC2)o1,-2,12,107,12,95,104,-11,-3
CCc1ccccc1NC(=O)CN(C)C(=O)CSc1nnc(Nc2cccc(C)c2C)s1,1,5,103,-8,99,106,-3,1
CCOC(=O)CN(C(=O)COc1nc(-c2ccccc2)cc(C)c1C#N)c1ccc(F)cc1,7,0,98,3,113,96,8,-1
N=c1n(N)c2ccccc2n1CC(=O)c1ccc(Br)cc1,0,4,115,7,91,106,10,83*
CN(CC(=O)Nc1ccccc1Cl)C(=O)COC(=O)c1ccc(S(=O)(=O)C(F)F)cc1,-2,7,105,2,102,98,8,0
COc1ccccc1/C=C/C(=O)Nc1cccnc1,8,2,104,3,101,107,-8,58*
Cc1cccc(NC(=O)C(C)OC(=O)c2ccccc2NS(=O)(=O)c2cc(C)c(C)c([N+](=O)[O-])c2)c1 (stereo unspecified),-6,18,104,6,90,96,0,7
Cn1c(N)c(C(=O)CSc2nnc3n2CCCCC3)c(=O)n(C)c1=O,/,4,95,/,96,96,3,0
COc1ccc(NC(=O)C2CCCN(C(=O)Nc3ccc(F)cc3)C2)cc1 (stereo unspecified),13,-7,96,24,97,102,-8,2
C=CCNC(=S)Nc1cccc([N+](=O)[O-])c1,-4,1,104,-4,97,101,6,4
O=C(Cc1cccs1)Nc1cccc(-c2nnc(-c3ccco3)o2)c1,-5,3,103,-14,103,101,2,-3
CCN(CC)S(=O)(=O)N1CCC(C(=O)NCc2ccc3c(c2)OCO3)CC1,-7,4,80,-17,90,113,-2,5
Cc1ccc(C(=O)c2c(NC(=O)c3ccncc3)sc3c2CCCC3)cc1,1,-6,117,14,98,99,-7,-1

Ordered by value in procasp3 activ (falling): some entries from above
| Structure | EBNA-1 inh | procasp3 activ | MEP2 TOR yeast | LAP4-GFP MLPCN | RPL19A-GFP yeast | AHR activator |
| --- | --- | --- | --- | --- | --- | --- |
| COc1ccccc1C(=O)COC(=O)Cc1ccccc1F | / | 14 | 96 | 91 | 96 | 0 |
| Cc1ccc(C(=O)c2c(NC(=O)c3ccncc3)sc3c2CCCC3)cc1 | 1 | -6 | 117 | 98 | 99 | -1 |
| CCCCN(c1ccccc1)S(=O)(=O)c1ccc2c(c1)CCN2C(=O)CCC(=O)O | -2 | -9 | 108 | 104 | 97 | 3 |

Next section.
canonical_smiles,EBNA-1 inh,procasp3 activ,MEP2 TOR yeast,ZTA counter,LAP4-GFP MLPCN,RPL19A-GFP yeast,procasp7 counter,AHR activator
CCOc1ccc(NC(=O)c2cc3ccccc3cc2O)cc1,0,9,109,-7,95,104,12,-2
CN(CC(=O)NCc1ccccn1)S(=O)(=O)c1ccc(F)cc1,9,2,105,-1,105,100,-1,1
Cc1cc(C)n(C(=O)C(C)N2C(=O)c3ccccc3C2=O)n1 (stereo unspecified),3,0,102,-7,105,100,3,-1
NC(=O)c1nnsc1-c1ccc(-c2snnc2C(N)=O)cc1,-12,-2,113,-9,102,101,10,0
CC(=O)Nc1cccc(NC(=O)c2cc(-c3cccnc3)nc3ccc(Cl)cc23)c1,-24,0,104,-6,102,101,1,14
COc1ccc(/C(O)=C2\C(=O)C(=O)N(c3cc(C)on3)C2c2ccccc2OC)cc1 (stereo unspecified),-7,-9,100,6,98,101,-13,1
CC(C)(C)c1ccc(C(=O)N/C(=C\c2cccs2)C(=O)N2CCOCC2)cc1,-13,10,104,0,93,98,-1,10
CCN(CC)S(=O)(=O)c1ccc(N=Cc2c(C)c(C#N)c(=O)n(C)c2O)cc1,3,1,106,2,97,102,2,-1
COC(=O)C(=Nc1ccccc1)/C(C(=O)C(=O)N(C)c1ccccc1)=C(\O)c1ccccc1,2,-6,86,2,97,95,-42,1
Cc1ccc(S(=O)(=O)n2cnc3cc([N+](=O)[O-])ccc32)c(C)c1C,0,-1,110,-8,112,101,2,1
CC(C)CC(O)(CC(C)C)C(=O)NNc1ccccc1,-9,18,94,-8,88,92,7,0
Cc1ccc(-c2noc(CN(C(=O)c3ccc4c(c3)OCO4)C(C)C)n2)cc1,0,-2,105,-17,109,105,2,0
N#Cc1c(N2CCCC2)ccc(Br)c1Cl,2,9,106,-3,120,99,13,-1
CC1CCc2c(sc(NC(=O)Cn3cnc([N+](=O)[O-])n3)c2C(N)=O)C1 (stereo unspecified),11,-7,100,12,105,106,7,2
O=C(Nc1ccccc1C(=O)OCc1nnc(-c2ccccc2)o1)c1ccco1,3,0,104,-37,113,93,-1,-2

canonical_smiles,EBNA-1 inh,procasp3 activ,MEP2 TOR yeast,ZTA counter,LAP4-GFP MLPCN,RPL19A-GFP yeast,procasp7 counter,AHR activator
CCCOC(=O)c1cc(=O)[nH]c2ccccc12,3,-11,99,0,95,100,0,41
CCCCn1c(N)c(N(C)C(=O)c2cc3c(s2)CCCCC3)c(=O)[nH]c1=O,/,9,88,6,88,89,4,1
NCCCCCc1nnc(SCC(N)=O)o1,-5,0,107,-28,96,100,3,4
O=C(NCc1ccc(F)cc1)c1cnc2n(c1=O)CCS2,0,4,107,-12,96,99,4,4
COc1ccc(CN(C)S(=O)(=O)c2nnc(NC(=O)c3ccccc3)s2)cc1OC,-19,10,101,-29,94,100,-13,-1
COc1ccc(C2=NOC(C(=O)N3CCCc4ccccc43)C2)cc1 (stereo unspecified),7,-1,98,3,99,96,2,-4
COc1ccc(C(C(=O)NC2CCCC2)N(C(=O)c2snc(C(N)=O)c2N)c2cccc(O)c2)cc1 (stereo unspecified),-13,-5,102,-8,94,98,4,2
COc1ccc(C(=O)NCC(=O)OCC(=O)N(C)c2ccccc2)cc1,4,3,102,2,102,101,1,1
O=C(CCNC(=O)c1ccc(Br)cc1)NCc1cccnc1,-10,4,105,-15,105,101,2,1
COc1ccc(N2CCN(C(=O)C3CCCN3S(=O)(=O)c3cccc4nsnc34)CC2)cc1 (stereo unspecified),7,-2,116,-6,104,98,9,1
COc1cc(S(=O)(=O)N(CCc2ccccc2)Cc2cccs2)ccc1-n1cnnn1,-2,-7,114,3,106,104,2,0
CC(=O)OC1CC(C)(C)N(OC(=O)c2ccc(N)cc2)C(C)(C)C1,-2,2,99,8,94,97,-3,-1
Cc1c(C=O)c2ccccn2c1C(=O)c1ccccc1,0,3,96,8,137,83,7,1
O=C(/C=C/c1ccco1)Oc1cccc2cccnc12,13,-4,101,0,123,100,-12,2
Cc1cc(C(=O)COC(=O)/C=C/c2ccc(F)cc2)c(C)n1C,/,-2,102,15,106,101,0,-1
CCN(c1ccccc1)c1nc(=O)c2cccnc2s1,3,3,100,7,100,97,-10,5
O=C(NCCCN1CCCC1)[C@H](CSCc1ccccc1)N1Cc2ccccc2C1=O,-4,7,95,10,105,99,-2,-1
O=S1(=O)CCC(N=Cc2cc(Br)ccc2O)C1 (stereo unspecified),13,-3,97,18,97,99,5,1

Source: PubChem
